EPAC2 antagonist: antagonists of human EPAC2; Q8WZA2; EPAC2 GEF exchange of Rap1B-BODIPY-GDP, fluorescence; Potency, µM (top dose mostly 114 µM), for inactives: at the top dose activity, negative = inhibition, most hits filed as inhibitors; 360,000 compounds, 0.18% hits; note: % is set by controls: 0 for no effect and ±100 for the full control effect; nearly all actives have a fitted effect of over 45% in size; many of its hits are not listed in these tables
TDP43 rescue: inhibitors of TDP-43 toxicity in yeast | AID 652104 | Potency, µM (series often up to 46.1 µM), inactives show at the highest dose growth rescue (activation), actives largely listed as activators | TDP-43 expressing yeast growth rescue, BacTiter-Glo, 24 h | 410,000 compounds, 1.8% hits; note: % of control where 0% means no effect; nearly all actives have a fitted effect of over 50% in size
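Luminescence from BacTiter-Glo reports growth of TDP-43-expressing yeast after 24 hr at 30 deg C with compound. Cells were raffinose-pregrown to mid-log, then seeded in galactose medium at OD600=0.02.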
EPAC2 agonist: activates human EPAC2 exchange factor; 360,000 compounds, 0.079% hits; Q8WZA2; Potency, µM (titrated, usually from 154 µM), for the others: at the top dose activation, hits mostly activators; EPAC2 activation, biochemical qHTS; response scale: 100% = 6.5 mM cAMP response; note: nearly all actives have a fitted effect of over 50% in size
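qHTS, titration series. 100 nM EPAC2 / 250 nM Rap1B-BODIPY-GDP / 50 uM GDP; RT; ex 480/em 540 nm, 5-min reads to 30 min. Norm. to 6.5 mM cAMP = activation.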
aSyn rescue: alpha-synuclein toxicity inhibition in yeast | AID 652106 | 370,000 compounds, 0.14% hits | Yeast expressing alpha-synuclein, growth rescue, BacTiter-Glo, 24 h | Potency, µM (series often up to 46.1 µM), without a hit: top-dose growth rescue (activation), usual class: activators; note: % of control where 0% means no effect; nearly all actives have a fitted effect of over 65% in size
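Readout is rescue of growth in alpha-synuclein-expressing yeast, so inhibitors of toxicity appear as activators. Growth after 24 hr at 30 deg C in galactose medium is quantified by luminescence.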
FUS yeast rescue: suppressors of FUS proteinopathy in yeast; S. cerevisiae FUS-expressing, growth rescue, OD600, 24 h; Potency, µM (series often up to 76.6 µM), for the others: at the highest dose growth rescue (activation), actives largely listed as activators; 390,000 compounds, 0.24% hits;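 note: plate controls were DMSO vehicle for no effect and reference control for full effect; nearly all actives have a fitted effect of over 55% in size; some results filed as inactive show a strong effect at the top dose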
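Compound concentration series was pinned onto galactose-induced FUS-expressing yeast seeded at OD 0.005. Plates sat 24hr at 30C; absorbance at 600 nm gave growth. DMSO served as background control.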
PTHR1 agonist: activates the human parathyroid hormone receptor PTHR1; 410,000 compounds, 0.075% hits; Q03431; AID 743266; Potency, µM (highest dose often 115 µM), for inactives: top-dose activation, most hits filed as activators; HEK293 GP2 PTHR1 cells, GloSensor cAMP luminescence, 1 h; note: nearly all actives have a fitted effect of over 55% in size; some results filed as inactive show a strong effect at the top dose; inactives centre near -15; many of its hits are not listed in these tables
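HEK-293-derived GP2 cells expressing PTHR1 and a GloSensor cAMP reporter, 3,000/well, plated overnight, given luciferin plus IBMX (each 0.5 mM as added) for 1 h at 37 °C, then compound for 1 h at 37 °C. Luminescence was read after 15 min at room temperature.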
EPAC1 antagonist: antagonists of human EPAC1; O95398; EPAC1 GEF assay, Rap1b-BODIPY-GDP exchange fluorescence; Potency, µM (highest dose often 115 µM), inactives show at the highest dose activity change, negative = inhibition, usual class: inhibitors; 360,000 compounds, 0.14% hits; AID 720709;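 note: plate controls were vehicle for no effect and positive control for full effect; nearly all actives have a fitted effect of over 50% in size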
Target sequence (O95398 whole entry, looked up): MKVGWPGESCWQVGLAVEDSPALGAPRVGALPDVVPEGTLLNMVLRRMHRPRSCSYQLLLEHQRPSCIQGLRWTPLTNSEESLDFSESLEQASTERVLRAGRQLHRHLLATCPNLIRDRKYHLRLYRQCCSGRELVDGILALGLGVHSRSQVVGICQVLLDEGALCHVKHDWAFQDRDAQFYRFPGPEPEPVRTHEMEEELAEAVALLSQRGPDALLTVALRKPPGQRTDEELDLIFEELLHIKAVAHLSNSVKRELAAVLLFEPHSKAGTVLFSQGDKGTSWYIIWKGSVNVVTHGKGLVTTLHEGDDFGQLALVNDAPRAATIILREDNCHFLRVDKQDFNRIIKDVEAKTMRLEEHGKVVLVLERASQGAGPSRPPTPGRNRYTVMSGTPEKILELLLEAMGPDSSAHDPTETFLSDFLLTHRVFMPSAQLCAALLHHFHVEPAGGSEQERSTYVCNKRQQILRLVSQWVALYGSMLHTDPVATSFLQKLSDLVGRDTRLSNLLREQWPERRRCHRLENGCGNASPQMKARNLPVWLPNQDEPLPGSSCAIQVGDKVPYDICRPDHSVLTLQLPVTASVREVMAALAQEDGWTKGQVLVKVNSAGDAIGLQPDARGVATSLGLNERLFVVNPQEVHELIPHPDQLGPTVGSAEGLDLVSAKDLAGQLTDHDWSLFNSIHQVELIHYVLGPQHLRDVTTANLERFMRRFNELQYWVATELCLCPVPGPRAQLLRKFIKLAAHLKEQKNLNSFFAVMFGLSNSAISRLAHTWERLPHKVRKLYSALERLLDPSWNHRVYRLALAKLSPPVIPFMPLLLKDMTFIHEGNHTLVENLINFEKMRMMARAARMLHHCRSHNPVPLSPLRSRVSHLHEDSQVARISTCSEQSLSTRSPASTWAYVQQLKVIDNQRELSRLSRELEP
EPAC1 agonist: agonists of human EPAC1 | EPAC1 agonist qHTS, biochemical assay; response scale: 100% = response to 6.5 mM cAMP | Potency, µM (top dose mostly 154 µM), for the others: top-dose activation, actives largely listed as activators | 360,000 compounds, 0.073% hits | AID 720707; note: nearly all actives have a fitted effect of over 60% in size
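Compounds were pinned as a concentration titration into mixtures of EPAC1 (100 nM), BODIPY-GDP-loaded Rap1B (250 nM) and GDP (50 uM). After 5 min at room temperature, fluorescence was followed for 30 min; activity was scaled to 6.5 mM cAMP.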
The depositor's hits bear a star; [ ] = another dose, or the depositor's remark. Calls come from the whole dose curve; as a rule, active = well fitted curve in the direction sought with a large enough effect; inconclusive = small, poorly fitted or top-dose-only effect, or another doubt; inactive = no such curve, though single readings can be large; an effect the other way counts as inactive or inconclusive. Potency is the fitted concentration of half-maximal effect. An excerpt; rates above refer to the full screens.

The first two records, ahead of the listing:
Results for CC(=O)Nc1ccc(OCC(O)Cn2cnc3ccccc32)cc1 (configuration not stated) ?
EPAC2 antagonist: 3%; TDP43 rescue: -11%; EPAC2 agonist: 9%; aSyn rescue: -8%; FUS yeast rescue: 6%; PTHR1 agonist: inactive; EPAC1 antagonist: -11%; EPAC1 agonist: 5%

What do the screens show for `COc1cccc(CC2(CO)CCCN(CC3=Cc4cc(Cl)ccc4OC3)C2)c1` (configuration not stated)?
EPAC2 antagonist: -15%; TDP43 rescue: 4%; EPAC2 agonist: 9%; aSyn rescue: 9%; FUS yeast rescue: 8%; PTHR1 agonist: inactive; EPAC1 antagonist: 7%; EPAC1 agonist: 1%

The whole of this part, from the start:
Results for CC(=O)Nc1ccc(OCC(O)Cn2cnc3ccccc32)cc1 (configuration not stated) ?
EPAC2 antagonist: 3%; TDP43 rescue: -11%; EPAC2 agonist: 9%; aSyn rescue: -8%; FUS yeast rescue: 6%; PTHR1 agonist: inactive; EPAC1 antagonist: -11%; EPAC1 agonist: 5%

What do the screens show for `COc1cccc(CC2(CO)CCCN(CC3=Cc4cc(Cl)ccc4OC3)C2)c1` (configuration not stated)?
EPAC2 antagonist: -15%; TDP43 rescue: 4%; EPAC2 agonist: 9%; aSyn rescue: 9%; FUS yeast rescue: 8%; PTHR1 agonist: inactive; EPAC1 antagonist: 7%; EPAC1 agonist: 1%

What do the screens show for `CC(=O)Nc1ccc(S(=O)(=O)N(Cc2ccccc2)c2ccccc2)cc1`?
EPAC2 antagonist: -6%; TDP43 rescue: -10%; EPAC2 agonist: 0%; aSyn rescue: -4%; FUS yeast rescue: 17%; PTHR1 agonist: inactive; EPAC1 antagonist: 11%; EPAC1 agonist: -4%

How did C=CCn1c(-c2csc(-c3ccc(Cl)cc3)n2)n[nH]c1=S do in these assays?
EPAC2 antagonist: 1%; TDP43 rescue: 7%; EPAC2 agonist: 11%; aSyn rescue: 0%; FUS yeast rescue: 29%; PTHR1 agonist: 14%[57.5 µM]; EPAC1 antagonist: 2%; EPAC1 agonist: 3%

What do the screens show for `CCOC(=O)C1CCN(c2nc(-c3ccccc3)nc3c2oc2ccccc23)CC1`?
EPAC2 antagonist: 9%[57.1 µM]; TDP43 rescue: inconclusive; EPAC2 agonist: -2%; aSyn rescue: 6%; FUS yeast rescue: 41%; PTHR1 agonist: inactive; EPAC1 antagonist: 6%; EPAC1 agonist: 4%

What do the screens show for `COC(=O)CSC1=C(C#N)C(c2ccc(Cl)cc2)C(C(=O)OC)C(=O)N1` (configuration not stated)?
EPAC2 antagonist: -22%; TDP43 rescue: -12%; EPAC2 agonist: 0%; aSyn rescue: 2%; FUS yeast rescue: 7%; PTHR1 agonist: -12%[57.5 µM]; EPAC1 antagonist: 0%; EPAC1 agonist: 17%

How did O=C(CN(C(=O)c1csnn1)c1ccc(F)cc1)NCCc1ccccc1 do in these assays?
EPAC2 antagonist: 2%; TDP43 rescue: -6%; EPAC2 agonist: 2%; aSyn rescue: -1%; FUS yeast rescue: -32%; PTHR1 agonist: inactive; EPAC1 antagonist: -6%; EPAC1 agonist: 6%

Results for CC(OC(=O)c1ccccc1CCc1ccccc1)C(N)=O (configuration not stated) ?
EPAC2 antagonist: -16%; TDP43 rescue: -7%; EPAC2 agonist: 22%; aSyn rescue: 4%; FUS yeast rescue: 6%; PTHR1 agonist: -3%; EPAC1 antagonist: -10%; EPAC1 agonist: -2%

Results for Cc1cccc(C)c1-n1nnnc1C1(C)CCC(=O)N1CC(F)(F)F (configuration not stated) ?
EPAC2 antagonist: 7%; TDP43 rescue: 25%; EPAC2 agonist: 8%; aSyn rescue: 1%; FUS yeast rescue: -8%; PTHR1 agonist: inactive; EPAC1 antagonist: -23%; EPAC1 agonist: -3%

How did O=C(Nc1cccc(-c2csc(Nc3ccccc3)n2)c1)c1ccccc1 do in these assays?
EPAC2 antagonist: 8%; TDP43 rescue: 6.3µM*; EPAC2 agonist: 13%; aSyn rescue: -22%; FUS yeast rescue: 7%; PTHR1 agonist: -67%[inhibitor]; EPAC1 antagonist: inconclusive; EPAC1 agonist: -2%

Results for Cc1ccnc(SC2CC(=O)N(c3ccc(F)cc3)C2=O)n1 (configuration not stated) ?
EPAC2 antagonist: 18%; TDP43 rescue: -17%; EPAC2 agonist: 0%; aSyn rescue: 2%; FUS yeast rescue: 7%; PTHR1 agonist: 20%; EPAC1 antagonist: -2%; EPAC1 agonist: -8%

How did COc1cc(/C=N/Nc2nc3ccccc3[nH]2)cc(Br)c1OCC(=O)N(C)C do in these assays?
EPAC2 antagonist: -5%; TDP43 rescue: 16%; EPAC2 agonist: -5%; aSyn rescue: 7%; FUS yeast rescue: 27%; PTHR1 agonist: inactive; EPAC1 antagonist: -2%; EPAC1 agonist: -10%

What do the screens show for `C=C(C)n1c(=O)n(Cc2ccccc2C)c2ccccc21`?
EPAC2 antagonist: -27%; TDP43 rescue: 11µM*; EPAC2 agonist: 0%; aSyn rescue: 0%; FUS yeast rescue: -3%; PTHR1 agonist: -14%; EPAC1 antagonist: 6%; EPAC1 agonist: 8%

How did COc1ccccc1NC(=S)N/N=C/c1cccc(C)c1 do in these assays?
EPAC2 antagonist: -5%; TDP43 rescue: inconclusive; EPAC2 agonist: 12%; aSyn rescue: 6%; FUS yeast rescue: -19%; PTHR1 agonist: -22%; EPAC1 antagonist: -19%; EPAC1 agonist: 7%

What do the screens show for `CCc1c(C)nc2c(-c3ccccc3)c(-c3ccccc3)[nH]n2c1=O`?
EPAC2 antagonist: -12%; TDP43 rescue: 16%; EPAC2 agonist: -8%; aSyn rescue: 6%; FUS yeast rescue: 2%; PTHR1 agonist: -19%; EPAC1 antagonist: -9%; EPAC1 agonist: 5%

How did CCOC(=O)c1c(C)nc2sc(C(N)=O)c(N)c2c1-c1ccc(OC)cc1 do in these assays?
EPAC2 antagonist: 0%; TDP43 rescue: 22%; EPAC2 agonist: -3%; aSyn rescue: 10%; FUS yeast rescue: 15%; PTHR1 agonist: inactive; EPAC1 antagonist: 0%; EPAC1 agonist: 3%

Results for O=C(CCCC(=O)N(CC(=O)NC1CCCC1)Cc1ccccc1)Nc1ccccn1 ?
EPAC2 antagonist: 5%; TDP43 rescue: -19%; EPAC2 agonist: 0%[15.6 µM]; aSyn rescue: -8%; FUS yeast rescue: -2%; PTHR1 agonist: -14%[57.5 µM]; EPAC1 antagonist: 12%; EPAC1 agonist: -9%

What do the screens show for `CSc1ccc(CN2CCC(C)(Oc3ccccc3)C2)cc1` (configuration not stated)?
EPAC2 antagonist: -11%; TDP43 rescue: 11%; EPAC2 agonist: 8%; aSyn rescue: 4%; FUS yeast rescue: -15%; PTHR1 agonist: -11%; EPAC1 antagonist: -2%; EPAC1 agonist: 3%

How did CC1(C(=O)NS(=O)(=O)c2ccc(Cl)cc2)CCN1C(=O)c1ccccc1 (configuration not stated) do in these assays?
EPAC2 antagonist: 0%; TDP43 rescue: 0%; EPAC2 agonist: 8%; aSyn rescue: 3%; FUS yeast rescue: -16%; PTHR1 agonist: inactive; EPAC1 antagonist: -5%; EPAC1 agonist: 9%

How did O=C(Nc1ccc2oc(=O)ccc2c1)c1ccc(-c2ccc(Cl)cc2)o1 do in these assays?
EPAC2 antagonist: -10%; TDP43 rescue: -13%; EPAC2 agonist: 12%; aSyn rescue: -5%; FUS yeast rescue: -2%; PTHR1 agonist: -18%; EPAC1 antagonist: -20%; EPAC1 agonist: 4%

What do the screens show for `Brc1ccc(CSc2nnc3ccccn23)cc1`?
EPAC2 antagonist: -6%; TDP43 rescue: 22%; EPAC2 agonist: 2%; aSyn rescue: -6%; FUS yeast rescue: -11%; PTHR1 agonist: -22%; EPAC1 antagonist: -33%; EPAC1 agonist: 6%

What do the screens show for `COc1ccc(C(=O)O)cc1S(=O)(=O)Nc1ccc(N2CCCCC2)cc1`?
EPAC2 antagonist: 9%; TDP43 rescue: -3%; EPAC2 agonist: 8%; aSyn rescue: 2%; FUS yeast rescue: 3%; PTHR1 agonist: -8%; EPAC1 antagonist: 8%; EPAC1 agonist: 6%

What do the screens show for `COc1cccc(C(=O)NC2CC(C)(C)NC(C)(C)C2)c1OC`?
EPAC2 antagonist: 5%; TDP43 rescue: -18%; EPAC2 agonist: 9%; aSyn rescue: -3%; FUS yeast rescue: 3%; PTHR1 agonist: 0%; EPAC1 antagonist: -3%; EPAC1 agonist: 2%

What do the screens show for `CN(CC(=O)NC1CC(C)(C)NC(C)(C)C1)S(=O)(=O)c1cc(Cl)ccc1Cl`?
EPAC2 antagonist: 7%; TDP43 rescue: 0%; EPAC2 agonist: 9%; aSyn rescue: 7%; FUS yeast rescue: 19%; PTHR1 agonist: inactive; EPAC1 antagonist: 1%; EPAC1 agonist: 4%

How did Cc1nc(C)c(C(=O)N(c2ccc(C)c(C)c2)C(C(=O)NCc2ccco2)c2ccccc2)s1 (configuration not stated) do in these assays?
EPAC2 antagonist: -21%; TDP43 rescue: -2%; EPAC2 agonist: 11%; aSyn rescue: 17%; FUS yeast rescue: 0%; PTHR1 agonist: inactive; EPAC1 antagonist: -8%; EPAC1 agonist: 18%

Results for O=C(CC1C(=O)NCCN1Cc1cccc(Oc2ccccc2)c1)NCCc1cnccn1 (configuration not stated) ?
EPAC2 antagonist: -12%; TDP43 rescue: 0%; EPAC2 agonist: 4%; aSyn rescue: 4%; FUS yeast rescue: 19%; PTHR1 agonist: -14%; EPAC1 antagonist: 2%; EPAC1 agonist: 3%

Results for CC(=O)c1csc(Nc2ccccc2Cl)n1 ?
EPAC2 antagonist: -2%; TDP43 rescue: 27%; EPAC2 agonist: 7%; aSyn rescue: 2%; FUS yeast rescue: 31%; PTHR1 agonist: inactive; EPAC1 antagonist: -12%; EPAC1 agonist: 5%

How did Cc1ccc(C(=O)CC2(O)C(=O)N(CN3CCOCC3)c3ccccc32)cc1 (configuration not stated) do in these assays?
EPAC2 antagonist: -1%; TDP43 rescue: -8%; EPAC2 agonist: -4%; aSyn rescue: 4%; FUS yeast rescue: -5%; PTHR1 agonist: inactive; EPAC1 antagonist: -9%; EPAC1 agonist: 1%

How did COc1cccc(-c2cc3nc(C)c(C)c(N4CCN(C(=O)c5ccoc5)CC4)n3n2)c1 do in these assays?
EPAC2 antagonist: -14%; TDP43 rescue: -45%[inhibitor]; EPAC2 agonist: 14%; aSyn rescue: 2%; FUS yeast rescue: 4%; PTHR1 agonist: inactive; EPAC1 antagonist: -8%; EPAC1 agonist: 3%

What do the screens show for `CC1C(=O)CCN(C(C)C)C1C` (configuration not stated)?
EPAC2 antagonist: 5%; TDP43 rescue: -16%; EPAC2 agonist: -2%; aSyn rescue: -4%; FUS yeast rescue: -26%; PTHR1 agonist: inconclusive; EPAC1 antagonist: 15%; EPAC1 agonist: 9%

High-throughput results: PubChem BioAssay, National Center for Advancing Translational Sciences (NCATS)
